Ecoli tolC = growth inhibitors of E. coli tolC mutant, primary screen, strain BW25113 ΔtolC::kan, 384-well | OD615 | growth inhibition, % at 10 µM (by protocol) | 65,000 tested, 2.2% active | AID 573, 2007;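 active = growth inhibition at or above a cutoff equal to the mean over every tested compound plus 3 SD, cut at about 60% in these data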;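 also: growth measured after 20 h incubation at 37 °C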
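Signal: optical density read at 615 nm; Assay system: E. coli ΔtolC::kan strain BW25113; Times: 20 h incubation with compound, 37 °C; Dosing: 10 µM final, single dose.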
AP ELISA ortho = alternative complement pathway inhibitors, primary screen, biochemical, ELISA, human serum, orthogonally pooled compounds. LPS-coated ELISA, C3 deposition; tested in compound mixtures. inhibition, % at 5 µM. 62,000 tested, 0.08% active. AID 1235, 2008;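 active = inhibition above 30% in each of the two pooled mixtures holding the compound, so the lower value exceeds 30%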;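 also: 0% = serum in Mg-EGTA without compound and 100% = EDTA serum blank; some compounds past the cut are filed as inactive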
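Assay system: Human serum alternative complement pathway, C3 deposition on LPS-coated wells | Incubation: 1 h serum-compound exposure at 37 °C | Doses: 5 µM per compound in ten-compound mixtures | Read-out: Percent inhibition | Technique: ELISA with HRP anti-human C3 antibody, TMB substrate, absorbance 450 nm | Replication: Two pool placements per compound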
The depositor's hits bear a star. Only part of the results is shown; the hit share may differ from the screen's.

SMILES: O=C(C1COc2ccccc2O1)N1CCCC1 (stereo not given)
  Ecoli tolC = -5
  AP ELISA ortho = -2
SMILES: O=C(c1cc2ncc(Br)cn2n1)N1CCOCC1
  Ecoli tolC = -8
  AP ELISA ortho = -4
SMILES: O=C(NC1CCCCC1)c1cccc(S(=O)(=O)N2CCOCC2)c1
  Ecoli tolC = -10
  AP ELISA ortho = 14
SMILES: COc1cc(S(=O)(=O)NCc2ccc3c(c2)OCO3)ccc1Cl
  Ecoli tolC = 14
  AP ELISA ortho = 10
SMILES: CCOC(=O)Cc1csc(NC(=O)COc2ccccc2OC)n1
  Ecoli tolC = 12
  AP ELISA ortho = -1
SMILES: COc1ccc(Nc2ccc3c(c2)=NC2(CCCCC2)[N+]=3[O-])cc1
  Ecoli tolC = 53
  AP ELISA ortho = -19
SMILES: Cc1nn(-c2ccccc2)c(N2CCCCC2)c1/C=N/O
  Ecoli tolC = 0
  AP ELISA ortho = 7
